IL-2 act = IL-2 activation; IL-2 activation reporter assay, cell-based qHTS; stimulated with anti-CD3/CD4/CD28 beads; in transgenic mouse T cells; activation, % (series mostly up to about 46 µM); 360,000 tested, 0.065% active; in the data active = activation above about 50%; inconclusive = mostly about 30% to 49%; also: 0% is about no effect
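First, unstimulated transgenic mouse T cells were exposed to compound for 60 min. Next, anti-CD3/anti-CD4-coated beads with anti-CD28 were added. Finally, after 18 h at 37 degrees C, EGFP and DsRed were imaged.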
GLP-1R agonist = GLP-1 receptor (human) agonism; P43220; AID 624172; Potency, µM (titrated, usually from 45.6 µM), for the others: top-dose activation, hits mostly activators; 380,000 tested, 0.007% active; HEK293 GLP-1R CRE-luciferase, luminescence, 4-6 h; cells express a hypersensitive GLP-1R form; also: potency is read from the fitted curve at half-maximal effect; % of control where 0% means no effect
Target sequence (P43220 whole entry, looked up): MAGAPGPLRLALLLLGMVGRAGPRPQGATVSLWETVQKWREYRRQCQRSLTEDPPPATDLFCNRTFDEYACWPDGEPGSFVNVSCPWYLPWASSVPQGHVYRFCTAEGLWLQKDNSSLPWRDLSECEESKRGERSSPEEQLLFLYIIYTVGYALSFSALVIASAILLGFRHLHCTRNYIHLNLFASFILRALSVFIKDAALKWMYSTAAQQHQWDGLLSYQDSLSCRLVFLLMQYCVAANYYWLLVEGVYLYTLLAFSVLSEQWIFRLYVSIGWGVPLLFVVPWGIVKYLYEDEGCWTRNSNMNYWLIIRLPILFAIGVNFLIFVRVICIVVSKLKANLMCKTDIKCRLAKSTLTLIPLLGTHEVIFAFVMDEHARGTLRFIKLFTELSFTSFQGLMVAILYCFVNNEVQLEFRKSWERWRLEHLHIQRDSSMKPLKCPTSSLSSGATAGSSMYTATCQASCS
EPAC1 ag = agonists of human EPAC1; EPAC1 agonist qHTS, biochemical assay; response scale: 100% = response to 6.5 mM cAMP; Potency, µM (series often up to 154 µM), for the others: at the top dose activation, usual class: activators; 360,000 tested, 0.073% active; AID 720707; also: potency is read from the fitted curve at half-maximal effect; nearly all actives have a fitted effect of over 60% in size
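Compounds were pinned as a concentration titration into mixtures of EPAC1 (100 nM), BODIPY-GDP-loaded Rap1B (250 nM) and GDP (50 uM). After 5 min at room temperature, fluorescence was followed for 30 min; activity was scaled to 6.5 mM cAMP.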
EPAC1 antagonist = blocks human EPAC1 exchange factor; O95398; EPAC1 GEF assay, Rap1b-BODIPY-GDP exchange fluorescence; Potency, µM (series often up to 115 µM), for inactives: at the top dose activity change, negative = inhibition, usual class: inhibitors; 360,000 tested, 0.14% active; AID 720709;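 also: potency is read from the fitted curve at half-maximal effect; plate controls were vehicle for no effect and positive control for full effect; nearly all actives have a fitted effect of over 50% in size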
GLP-1R inv ag = GLP-1 receptor (human) inverse agonism. HEK293 GLP-1R CRE-luciferase, luminescence, 24 h; GLP-1R form is constitutively active. Potency, µM (highest dose often 38.3 µM), inactives show at the top dose activity change, negative = inhibition, actives largely listed as inhibitors. 410,000 tested, 1.6% active. AID 624417; also: potency is read from the fitted curve at half-maximal effect; % is scaled to controls: 0 for no effect and ±100 for the full control effect; nearly all actives have a fitted effect of over 55% in size
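Readout was luciferase luminescence, measured 12 min after detection reagent at room temperature. Beforehand, GLP-1R reporter HEK293 cells had sat 12 h, then received compounds for 24 hr at 37 deg C.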
PI5P4K alpha inh = PI5P4K alpha (human) kinase inhibition; PI5P4Kalpha enzyme, ADP-Glo luminescence, 60 min; active compounds read low; 330,000 tested, 1.2% active; P48426; max response, %; AID 652105; active = max response of -50% or lower; inconclusive = between -30% and -50%; inactive = -30% or higher; also: value at the top dose of about 77 µM; % is scaled to controls: 0 for no effect and ±100 for the full control effect
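Controls without substrate or without enzyme flank wells where PI5P4Kalpha converts substrate using 5 microM ATP (final). Incubation lasts 60 minutes at room temperature; ADP formed is read by ADP-Glo luminescence.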
PLK1 PBD inh = blocks phosphopeptide binding to human PLK1 polo-box domain; AID 720504; Plk1 PBD binding of FITC phosphopeptide, fluorescence polarization; Potency, µM, for inactives: max response, negative = inhibition, usual class: inhibitors; 360,000 tested, 2.8% active; also: potency is read from the fitted curve at half-maximal effect; series mostly up to about 57 µM; % is scaled to controls: 0 for no effect and ±100 for the full control effect; nearly all actives have a fitted effect of over 65% in size
PTHR1 ag = agonists of human PTHR1 parathyroid hormone receptor | Potency, µM (highest dose often 115 µM), without a hit: at the highest dose activation, actives largely listed as activators | HEK293 GP2 PTHR1 cells, GloSensor cAMP luminescence, 1 h | 410,000 tested, 0.075% active | Q03431; also: potency is read from the fitted curve at half-maximal effect; nearly all actives have a fitted effect of over 55% in size; some results filed as inactive show a strong effect at the top dose; inactives centre near -15; many of its hits are not listed in these tables
Target sequence (Q03431 whole entry, looked up): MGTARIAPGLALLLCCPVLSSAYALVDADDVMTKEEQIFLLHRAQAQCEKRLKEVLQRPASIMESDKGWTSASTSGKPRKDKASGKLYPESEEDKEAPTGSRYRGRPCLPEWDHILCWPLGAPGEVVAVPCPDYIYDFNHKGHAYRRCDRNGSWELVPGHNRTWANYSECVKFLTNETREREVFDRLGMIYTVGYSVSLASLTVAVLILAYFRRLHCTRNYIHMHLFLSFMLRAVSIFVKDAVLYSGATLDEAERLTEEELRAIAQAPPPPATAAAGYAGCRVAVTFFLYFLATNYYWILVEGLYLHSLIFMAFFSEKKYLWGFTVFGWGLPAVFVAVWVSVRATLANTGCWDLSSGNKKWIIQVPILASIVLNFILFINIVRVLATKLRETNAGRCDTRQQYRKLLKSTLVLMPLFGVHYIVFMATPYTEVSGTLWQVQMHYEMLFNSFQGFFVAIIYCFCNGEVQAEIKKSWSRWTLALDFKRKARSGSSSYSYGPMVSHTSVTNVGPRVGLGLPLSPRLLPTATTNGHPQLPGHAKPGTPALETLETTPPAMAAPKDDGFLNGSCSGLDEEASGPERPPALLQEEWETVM
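HEK-293-derived GP2 cells expressing PTHR1 and a GloSensor cAMP reporter, 3,000/well, plated overnight, given luciferin plus IBMX (each 0.5 mM as added) for 1 h at 37 °C, then compound for 1 h at 37 °C. Luminescence was read after 15 min at room temperature.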
GLP1R cytotox = cytotoxic in the GLP-1 receptor inverse agonist counter-screen; AID 624418; 410,000 tested, 0.13% active; Potency, µM (highest dose often 38.3 µM), for the others: at the top dose activity change, negative = inhibition, actives largely listed as inhibitors; HEK293 cAMP-luciferase reporter cells, luminescence, 24 h;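 also: loss of luciferase light is scored as toxicity; potency is read from the fitted curve at half-maximal effect; % is scaled to controls: 0 for no effect and ±100 for the full control effect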
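Step one: seed cells (200 cells/uL, DMEM with 10% Nu serum, 1% pen-strep). Step two: 12-hour incubation at 37 deg C. Step three: pin 23 nL compound, incubate 24 hr. Step four: add luciferase reagent, read luminescence 12 min later.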
* hit, by the source's call; i = inactive; ? = inconclusive; . = no result given; [ ] = another dose, or the depositor's remark. Unless noted, calls follow the shape of the dose curve; as a rule, active = well fitted curve in the direction sought with a large enough effect; inconclusive = small, poorly fitted or top-dose-only effect, or another doubt; inactive = no such curve, though single readings can be large; an effect the other way counts as inactive or inconclusive. The list is partial (hit frequency here may not be typical).

SMILES	IL-2 act	GLP-1R agonist	EPAC1 ag	EPAC1 antagonist	GLP-1R inv ag	PI5P4K alpha inh	PLK1 PBD inh	PTHR1 ag	GLP1R cytotox
Cc1cccc(NC(=O)CSc2nc3nc(C)cc(C)c3c(=O)[nH]2)c1	1.6	-3%	1%	11%	54%[activator]	.	-8%	-17%[57.5 µM]	5%
Cc1nnc(-c2cnn(C)c2N)n1CCCN1CCOCC1	1.6	3%	-8%	?	21%	-6	5%	i	-13%
Cc1cccc(NC(=O)c2n[nH]c([N+](=O)[O-])c2Br)c1C	0.8	-9%	5%	-16%	?	-14	0%	-28%	-1%
Cc1ccccc1C(=O)NNC(=O)CSc1nc(-c2ccccc2)cc(=O)[nH]1	-1.6	5%	11%	0%	6%	-10	-4%	i	0%
CCn1c(C)nc2cc(S(=O)(=O)N3CCCC3)ccc21	0.5	-6%	3%	-8%	13%	4	?	i	1%
O=C(COc1cccc2c1CCN(Cc1ccc(Br)cc1)C2=O)NCc1ccco1	-0.5	-1%	2%	-28%	?	-19	-17%	-1%	-5%
Cc1cccc(N2CCN(C(=O)c3cc4c(=O)oc5ccccc5c4s3)CC2)c1C	.	0%	.	.	14%	.	.	-51%[inhibitor]	4%
CC[C@@H]1C(c2cccc(Cl)c2)=NN(c2ccc(Br)cc2)[C@H]1C(=O)N1CCOC1=O	-0.7	5%	-11%	?	?	35	-9%	-15%	141%[activator]
CN(NC(=O)/C=C/C(=O)O)c1ncc(C(F)(F)F)cc1Cl	-2.5	0%	-3%	12%	6%	0	-12%	i	-7%
Cc1ccc(C(=O)NCC(=O)Nc2ccc(Cl)cc2)s1	-0.1	-9%	-5%	-14%	-1%	-4	-2%	-13%	5%
Cc1cc2c(cc1S(=O)(=O)N(C)c1ccccc1)n(C)c(=O)n2C	-0.5	-2%	-13%	10%	58%[activator]	-7	0%	i	5%
CN(C)CCNC(=O)c1cc2c(s1)-c1ccc(Cl)cc1SC2	-1.0	-9%	4%	-24%	13µM*	-2	-22%	2%	?
CC(=Nc1ccccc1C)C1=C(O)CSC1=O	1.6	-1%	7%	-23%	-3%	.	-7%	i	6%
COc1ccc(C2(C(=O)NC3CCCCC3)CCOCC2)cc1OC	1.3	3%	4%	4%	-1%	-11	-10%	i	-1%
C=CCn1c(SCC(=O)Nc2sccc2C(N)=O)nc2sc(CC)cc2c1=O	-0.5	19%	11%	?	95%[activator]	0	2%	-31%[inhibitor][57.5 µM]	?
COC(=O)c1sc2cc([N+](=O)[O-])cc(SCC(C)C)c2c1N	3.0	-9%	-7%	14%	4%	-3	-3%	i	11%[1.53 µM]
COc1ccc(OCc2nnc(NC(=O)Nc3ccc(F)cc3)s2)cc1	1.1	2%	-11%	-14%	-11%	-7	?	-10%	2%
O=C(OCCN=C1NS(=O)(=O)c2ccccc21)c1cccc([N+](=O)[O-])c1	0.6	13%	7%	0%	-4%	1	-4%	i	-3%
Cc1noc(C)c1CSCC(=O)Nc1ccccc1N1CCCC1	-1.1	11%	7%	3%	?	-3	-5%	i	-1%
CCCCSc1nnc(CCNC(=O)OC(C)(C)C)o1	1.1	6%	4%	-11%	11%	0	-3%	i	9%
CC(Sc1nc2ccc(Br)cc2[nH]1)C(=O)O (stereo not given)	0.7	-4%	1%	22%	-1%	.	-3%	i	3%
NC(=S)c1ccc[n+]([O-])c1	-5.0	1%	12%	-10%	0%	?	19µM*	i	-2%
CC(=O)COc1ccc2c(c1C)O/C(=C\c1ccco1)C2=O	0.1	17%	-12%	-8%	24%	-12	-15%	-16%	-5%
CCN1C(=O)C(=O)N(CC(=O)N(C)CC(=O)Nc2ccccc2Cl)C1=O	0.5	-10%	-30%	-22%	7%	-8	-4%	-22%	1%
COc1ccc(-c2nc3ccccn3c2C=O)cc1	-1.9	7%	-9%	0%	21%	2	-6%	-36%[inhibitor]	-1%
CCCOCC(O)CC(Cc1ccccc1)C(=O)NN (stereo not given)	0.5	1%	-3%	-12%	1%	1	5%	i	2%
CN(C)c1nc(N)c2nccnc2n1	-1.9	11%	3%	-17%	23%	0	-14%	-12%	10%
O=C(CN1C(=O)c2ccccc2C1=O)OCc1nc2ccsc2c(=O)[nH]1	-0.5	-1%	8%	-22%	7%	2	-10%	i	2%
COc1ccccc1NC(=O)CSc1nnc(-c2ccccc2)o1	-2.7	22%	4%	-12%	-11%	3	-13%	-52%[inhibitor]	0%
COc1ccc(C2CC(c3ccccc3O)=NN2c2ccccc2)cc1 (stereo not given)	-0.6	8%	15%	-4%	-13%	14	1%	i	8%

Results in GLP-1R inv ag, for some of the entries so far:
SMILES	GLP-1R inv ag
CC(Sc1nc2ccc(Br)cc2[nH]1)C(=O)O (stereo not given)	-1%
COc1ccc(C2CC(c3ccccc3O)=NN2c2ccccc2)cc1 (stereo not given)	-13%
CC(=O)COc1ccc2c(c1C)O/C(=C\c1ccco1)C2=O	24%

(continued)
SMILES	IL-2 act	GLP-1R agonist	EPAC1 ag	EPAC1 antagonist	GLP-1R inv ag	PI5P4K alpha inh	PLK1 PBD inh	PTHR1 ag	GLP1R cytotox
CC(NC(=O)c1ccco1)C(c1cccs1)N1CCOCC1 (stereo not given)	-1.4	0%	3%	-12%	17%	4	-2%	0%	-24%
O=C(NCC(c1ccco1)N1CCCCC1)c1ccc(S(=O)(=O)Nc2ccccc2Cl)cc1 (stereo not given)	-0.6	6%	5%	-5%	?	0	-16%	-16%	1%
O=C(CN(Cc1ccc(F)cc1)C(=O)c1csnn1)NC1CCCC1	1.0	6%	14%	5%	1%	2	-12%	i	-9%
Cc1ccc(Cc2nnc(SCC(=O)Nc3ccc(C)cc3C)[nH]c2=O)cc1	0.1	4%	-5%	-5%	-2%	0	-7%	-38%[inhibitor]	1%
CCc1ccc(-c2cc(C(F)(F)F)n3nc(C(=O)Nc4c(C)nn(Cc5ccccc5C)c4C)cc3n2)s1	3.4	0%	7%	-16%	?	.	-8%	i	52%[activator]
COCCNC(=O)c1ccccc1NC(=O)COc1ccccc1	-0.7	0%	-1%	1%	7%	.	-6%	-10%[57.5 µM]	4%
c1ccc(COc2ncnc3c2ncn3CCCNCc2cccs2)cc1	-1.7	6%	-1%	-1%	-29%	1	2%	-11%	-2%
CN(CC(=O)NC(=O)NC1CCCCC1)Cc1ccccc1	1.2	28%	-9%	-6%	?	1	2%	-11%	0%
Cc1ccccc1CC(=O)N1CCN(S(=O)(=O)c2cccs2)CC1	-1.0	-3%	2%	13%	5%	-3	1%	i	2%
Cc1ccc(/C=C/C(=O)N2CCN(c3ncccn3)CC2)o1	-0.7	-2%	4%	-7%	34%[activator]	?	30µM*	-42%[inhibitor]	-3%
CC1Sc2ccc(C(=O)NCc3cccc(C(F)(F)F)c3)cc2NC1=O (stereo not given)	1.4	21%	0%	-9%	?	0	-5%	-26%	-19%
Cc1c(CN2CCCCC2)c(O)n(CCCO)c(=O)c1C#N	0.0	-1%	3%	-4%	1%	1	-5%	13%[57.5 µM]	52%[activator]
COc1ccc(COCC(O)CN2CCC(CN3C(=O)c4cccc5cccc(c45)C3=O)CC2)cc1OC (stereo not given)	-0.8	4%	-14%	-1%	?	2	-7%	-10%	?
C/C(=N/NS(=O)(=O)c1ccc(CC(C)C)cc1)c1ccncc1	-3.6	-1%	3%	0%	?	3	?	-67%[inhibitor]	-25%
CN(C)Cc1c(C(=O)N/N=C/c2cccnc2)nnn1-c1nonc1N	-4.4	-3%	20%	?	4%	1	-1%	i	13%
Cc1onc(-c2ccccc2)c1-c1ccnn1C(=O)NC(C)C	-0.7	5%	-3%	3%	-25%	1	0%	-23%	1%
CC(C)NC(=O)N(C)C[C@H]1Oc2c(NS(=O)(=O)c3cccs3)cccc2C(=O)N([C@H](C)CO)C[C@@H]1C	0.4	-1%	-5%	-15%	6%	3	-25%	24%	-26%
COc1cccc(Nc2ncccc2C(=O)O)c1	0.8	3%	0%	-7%	?	.	-3%	-52%[inhibitor][57.5 µM]	2%
CCCCc1c(O)nc(SCC(=O)c2ccccc2)[nH]c1=O	-0.1	-6%	4%	-8%	14%	?	?	i	5%
CC(=O)Nc1ccc(C(=O)CSc2nnnn2C2CCCC2)cc1	0.6	-3%	-7%	-14%	-28%	1	-11%	-17%	-14%
Cc1cccc(OC2CCN(Cc3nc(CC4CC4)no3)CC2)c1	-0.9	8%	-7%	-17%	13µM*	3	-5%	i	17%
CCOC(=O)[C@H]1[C@H]2COc3cc(OC)ccc3[C@@H]2N2C(=O)CN(Cc3ccccc3)C(=O)[C@@]12C	1.4	9%	5%	-16%	6%	-1	-7%	-2%	8%
CC1Oc2ccccc2N(CC(=O)NCc2cccs2)C1=O (stereo not given)	0.4	16%	1%	6%	12%	.	4%	-17%[57.5 µM]	0%
CNC[C@H]1Oc2c(NS(=O)(=O)c3ccc(OC)cc3)cccc2C(=O)N([C@H](C)CO)C[C@H]1C	0.2	-5%	3%	6%	3%	-3	-15%	i	4%
CCCCNC(=O)Nc1c(C(=O)OCC)[nH]c2ccccc12	1.5	-9%	-8%	21%	0%	-6	-2%	i	-3%
O=c1cc(-c2ccc(O)cc2)oc2c(C3OCC(O)C(O)C3O)c(O)c(C3OC(CO)C(O)C(O)C3O)c(O)c12 (stereo not given)	-0.2	-1%	8%	-12%	-2%	-5	-3%	i	-6%
COC(=O)c1cc(C(=O)NCC2CCCCC2)cc([N+](=O)[O-])c1	2.2	5%	-8%	-5%	0%	-6	-7%	-8%	5%
O=C(CCS(=O)(=O)c1ccccc1)Nc1nnc(-c2ccco2)o1	-3.4	-5%	11%	-19%	17%	5	-16%	-10%	-21%

Screening results as filed in PubChem.
